BoNT F protease: BoNT F light chain protease inhibition; Multiplex microsphere protease cleavage assay, flow cytometry; inhibition, % at 10 µM; actives 0.22% (n = 360,000); AID 588497; in the data active = inhibition above about 35%, passing the limit was not always enough; inconclusive = no clear call, values can overlap the other calls; note: plate controls were buffer without enzyme for full effect and enzyme alone for no effect
Mtb UGM inh: blocks M. tuberculosis UGM enzyme; P9WIQ1; purified UGM, fluorescence polarization probe displacement; inhibition, % at 10 µM; actives 0.06% (n = 320,000); in the data active = inhibition above about 10%, passing the limit was not always enough; inconclusive = no clear call, values can overlap the other calls
Target sequence (P9WIQ1 whole entry, looked up): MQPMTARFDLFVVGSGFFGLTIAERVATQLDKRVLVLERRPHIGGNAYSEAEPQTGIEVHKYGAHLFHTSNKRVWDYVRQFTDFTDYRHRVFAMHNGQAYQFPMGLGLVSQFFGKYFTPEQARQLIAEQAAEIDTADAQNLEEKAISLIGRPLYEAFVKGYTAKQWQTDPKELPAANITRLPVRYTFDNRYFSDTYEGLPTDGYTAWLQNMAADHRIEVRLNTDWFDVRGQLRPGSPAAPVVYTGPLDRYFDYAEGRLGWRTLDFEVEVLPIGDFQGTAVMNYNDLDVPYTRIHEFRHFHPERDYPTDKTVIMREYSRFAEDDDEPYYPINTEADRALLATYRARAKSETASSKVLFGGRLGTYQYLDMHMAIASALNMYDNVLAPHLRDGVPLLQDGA
Mtb BioA inh: blocks M. tuberculosis BioA enzyme activity; AID 602481; inhibition, % at 9.99 µM; actives 0.096% (n = 360,000); purified M. tuberculosis BioA enzyme, plate reader; in the data active = inhibition above about 40%; inconclusive = no clear call, values can overlap the other calls
Mtb FBA inh: Mtb fructose-bisphosphate aldolase inhibition | purified M. tuberculosis FBA, fluorescence read-out | inhibition, % at 1 µM | actives 2.3% (n = 360,000) | AID 588726; in the data active = inhibition above about 27%;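 note: 0% = vehicle and 100% = reference inhibitor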
Rv3671c protease: Rv3671c (M. tuberculosis) protease inhibition; inhibition, % at 5.96 µM; AID 2606; P9WHR9; actives 0.048% (n = 320,000); in the data active = inhibition above about 38%;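 note: extracellular domain of Rv3671c used as enzyme; 0% = enzyme with DMSO and 100% = no enzyme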
Target sequence (P9WHR9 whole entry, looked up, the tested form may be a part): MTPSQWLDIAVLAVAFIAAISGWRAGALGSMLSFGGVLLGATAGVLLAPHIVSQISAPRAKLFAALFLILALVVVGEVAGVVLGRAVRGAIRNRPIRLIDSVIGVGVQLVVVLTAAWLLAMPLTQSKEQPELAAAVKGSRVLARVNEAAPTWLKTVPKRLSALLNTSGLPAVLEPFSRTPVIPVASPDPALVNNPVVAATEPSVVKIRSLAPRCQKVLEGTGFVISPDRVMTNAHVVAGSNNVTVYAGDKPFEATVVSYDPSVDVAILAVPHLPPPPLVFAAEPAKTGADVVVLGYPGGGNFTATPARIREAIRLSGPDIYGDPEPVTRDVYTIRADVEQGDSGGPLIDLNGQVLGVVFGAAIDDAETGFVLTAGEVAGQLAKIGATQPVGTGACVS
GDH-TPI counter: inhibits GDH-TPI coupling enzymes, artifact for Mtb FBA screen. GDH-TPI coupled enzyme counterscreen, NADH absorbance. inhibition, % at 4.8 µM. actives 1.2% (n = 360,000); in the data active = inhibition above about 30%;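 note: 0% = DMSO wells and 100% = wells lacking the enzyme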
MazF activator: increases E. coli MazEF RNase cleavage of RNA; actives 0.32% (n = 350,000); FAM/BHQ RNA-DNA oligo cleavage fluorescence, 5 h; activation, % at 20 µM; P0AE70; in the data active = activation above about 50%
Target sequence (P0AE70 whole entry, looked up): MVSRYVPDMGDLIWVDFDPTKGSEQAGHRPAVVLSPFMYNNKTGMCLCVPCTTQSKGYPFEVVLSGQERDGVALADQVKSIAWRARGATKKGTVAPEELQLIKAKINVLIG
PrPC TRFRET: inhibitors of human cell surface prion protein PrPC. inhibition, % at 13.8 µM. actives 0.43% (n = 370,000). P04156. TR-FRET read-out; in the data active = inhibition above about 24%; note: 0% = median of the test wells and 100% = reference compound wells
FadD28 binding: inhibitors of Mycobacterium tuberculosis FadD28 bisubstrate binding; FadD28 bisubstrate probe binding, fluorescence polarization; inhibition, % at 12.5 µM; actives 0.22% (n = 360,000); in the data active = inhibition above about 8.5%, passing the limit was not always enough; inconclusive = no clear call, values can overlap the other calls
Active calls of the source: *; ? = inconclusive; . = no result given.

Below each compound – BoNT F protease	Mtb UGM inh	Mtb BioA inh	Mtb FBA inh	Rv3671c protease	GDH-TPI counter	MazF activator	PrPC TRFRET	FadD28 binding
N/C(CSc1ncccc1C(F)(F)F)=N\O
 : 1	0.1	.	-1	4	12	-12	5	-2.5
COc1ccc(CCn2c(=N)c(C(=O)NCc3ccco3)cc3c(=O)n4cccc(C)c4nc32)cc1
 : -3	0.2	3.8	6	3	8	-33	-23	-3.6
CCN(Cc1nc2cc(Cl)ccc2c(=O)[nH]1)C(=O)c1ccc(C)c(NC(=O)c2ccco2)c1
 : 3	-1.8	0.1	3	-3	7	5	-9	-1.9
CC(C)C(=O)Nc1c(-c2ccc(Cl)cc2)c(=O)c2ccccc2n1C
 : 21	0.8	-0.7	3	-1	13	3	0	1.9
COc1cc(C[C@@H](C)N)c(OC)cc1I
 : -11	2.3	-0.5	-1	1	-5	-7	2	-3.6
O=C(Cn1nc(C(=O)O)c2ccccc2c1=O)Nc1cc(S(=O)(=O)N2CCCCC2)ccc1Cl
 : -4	0.3	-2.5	5	-35	14	-28	-8	-1.8
O=C(COc1ccc(S(=O)(=O)NC2CCCCC2)cc1Cl)N1CCN(c2ccccc2)CC1
 : 5	.	-1.9	-3	0	10	-2	-1	-0.5
Cc1cccc(C(=O)OCC(=O)N(C)c2ccccc2)c1C
 : 8	0.8	-0.4	0	4	2	-4	-5	-1.2
O=C(Nc1nc2ccccc2n1CCOc1ccccc1)c1ccco1
 : -2	-1.4	-0.2	3	2	34*	-1	3	-2.4
Cn1ncc(Cl)c1C(=O)NC1CCCC1
 : 10	0.7	3.5	-5	-5	-3	-4	1	-3.6
COc1nccc(NCc2ccccc2)c1C#N
 : ?	3.3	1.2	3	-1	16	-1	-3	-3.1
CCOC(=O)CN(C(=O)c1snc(C(N)=O)c1N)C(C(=O)NCCC(C)C)c1ccc(F)cc1 (stereo not given)
 : ?	-1.6	-2.0	2	4	13	4	6	-1.1
COc1ccc(NC(=O)CN2CCN(c3nc(-c4ccc(F)cc4)cs3)CC2)c(OC)c1
 : -8	0.2	.	-2	12	3	-4	-6	-1.6
O=C(Cc1ccc(-c2ccccc2)cc1)Nc1ccccc1
 : 5	-0.2	9.9	2	4	-1	20	12	-0.8
COc1cc(/C=N/n2cnnc2)ccc1OCc1ccc(C)cc1
 : 1	2.4	.	3	4	21	-20	5	0.7
O=C(O)c1cc(=O)cc(C(=O)O)[nH]1
 : -1	2.2	-0.4	1	4	12	-1	-7	-1.5
Cn1ccnc1SCC(=O)NC12CC3CC(CC(C3)C1)C2
 : 5	0.0	.	-2	1	5	1	-3	-0.4
COCCNC(=O)C(c1ccc(OC)cc1)N(C(=O)Cn1nnc2ccccc21)c1cccnc1 (stereo not given)
 : 0	0.3	.	1	5	0	4	-3	-1.4
COc1ccc(CCNC(=O)CSc2nc(=O)n3cc(C)ccc3n2)cc1OC
 : -15	0.1	0.3	-1	5	14	6	5	-2.9
O=C1/C(=C\c2ccc([N+](=O)[O-])cc2)CS(=O)(=O)C/C1=C/c1ccc([N+](=O)[O-])cc1
 : -9	.	.	1	.	28	4	-3	-0.7
Nc1cc2c(cc1Br)-c1c(C(=O)O)cccc1C2O (stereo not given)
 : -6	.	.	11	.	16	0	-3	-0.4
Oc1ccc(N=Nc2n[nH]c(-c3ccccc3)n2)cc1
 : 17	0.1	2.1	-17	3	14	1	-24	1.3
CCOC(=O)c1nnc(-c2ccccc2)[nH]c1=O
 : -6	-1.8	4.3	0	-7	9	-7	-3	0.0
O=C(NCCN1CCN(c2ccccc2)CC1)C1CCN(S(=O)(=O)N2CCOCC2)CC1
 : -6	.	-3.4	0	.	20	8	2	0.7
C=CCOC(=O)C1=C(C)Nc2ncnn2C1c1cc(Br)ccc1F (stereo not given)
 : -4	2.1	-2.6	1	-7	0	1	3	-0.9
Cc1cc([N+](=O)[O-])c(C)cc1-c1ccc(/C=N/NC(=O)c2cccnc2)o1
 : 2	3.1	.	-5	-7	20	8	4	-5.3
O=C(CCc1n[nH]c(=O)[nH]c1=O)N/N=C/c1ccc(Br)o1
 : -4	-1.7	.	5	-5	10	-11	-7	-0.7
O=C(COC(=O)c1cccc(OC(F)F)c1)NCC1CCCO1 (stereo not given)
 : 3	0.0	.	-1	4	4	15	-8	-0.2
O=C(OCc1nnc(-c2ccccc2)o1)c1cc(Cl)ccc1[N+](=O)[O-]
 : 1	4.1	.	6	5	0	-2	-7	-1.9
Cc1ccc(CSc2nnc(CS(=O)Cc3ccc(Cl)cc3Cl)n2C)cc1 (stereo not given)
 : -5	0.9	-0.3	-2	9	-5	-3	7	-5.5
Cc1ccc(-n2c(Cc3cccn3C)nnc2SCC(=O)NCc2ccco2)cc1
 : -8	-2.5	2.1	0	15	-5	-3	-4	-1.8
CC(C)Oc1cccc(C(=O)C2CCCN(Cc3cnn(C(C)C)c3)C2)c1 (stereo not given)
 : 2	-0.7	.	4	11	4	5	10	-1.1
COC(=O)C1=C(c2ccc(F)cc2OCc2ccccc2)C[C@@H]2CC[C@H]1N2C(=O)NCCCc1ccccc1
 : -5	0.9	-1.2	-2	-20	3	-3	13	-3.8
COc1ccccc1CN1C[C@@H]2C[C@@H](c3cccc(O)c3)N3CCC[C@@]23C1=O
 : 3	-1.3	.	1	8	3	8	7	-2.3
CCn1c(Cc2ccccc2)nnc1SCC(=O)NC(C)(C)C
 : -8	.	.	1	-5	-3	5	.	-1.7
COC(=O)C(CC(C)C)NC(=O)CSc1nc(-c2ccccc2)c(C#N)c(=O)[nH]1 (stereo not given)
 : 11	3.8	0.0	-1	-12	5	-1	16	0.5
O=C(CCS(=O)(=O)c1ccccc1)N1CCN(c2cccc(C(F)(F)F)c2)CC1
 : -2	1.5	1.2	1	-4	4	3	2	-1.6
O=C(CCN1C(=O)/C(=C\c2cccc(Br)c2)SC1=S)NCCCN1CCOCC1
 : -4	-0.4	-0.8	1	-28	-3	-1	-10	-2.6
COc1ccccc1-n1c(-c2ccoc2)nc2ccccc2c1=O
 : -10	1.7	5.3	0	0	26	5	-5	-3.5
Nc1nnc(SCCCOc2ccc(F)cc2)s1
 : 15	2.4	-2.3	0	-5	8	3	3	13*
Cc1cc(C)c(S(=O)(=O)N2CCN(CCO)CC2)c(C)c1
 : -6	1.2	-0.5	-3	-1	-3	4	8	0.4
Nc1nc(SCc2ccccc2)[nH]c(=O)c1-c1ccccc1
 : -7	-1.8	-0.9	2	-15	6	8	0	-0.1
O=C(N/N=C/C=C/c1ccccc1)C(O)c1ccccc1 (stereo not given)
 : 2	0.4	.	0	-9	11	-8	0	-2.9
Cc1nn(-c2ccccc2)c(Cl)c1/C=N/Nc1nc2ccccc2[nH]1
 : -8	-3.0	.	3	0	-2	15	-2	-1.2
O=c1[nH]c2ccccc2nc1/C=C(\O)C(F)F
 : -5	-3.1	-0.1	3	2	10	-42	-2	-3.7

Compound profiles, from the list above:
Results for Nc1nnc(SCCCOc2ccc(F)cc2)s1 = BoNT F protease = 15; Mtb UGM inh = 2.4; Mtb BioA inh = -2.3; Mtb FBA inh = 0; Rv3671c protease = -5; GDH-TPI counter = 8; MazF activator = 3; PrPC TRFRET = 3; FadD28 binding = 13*
Results for CC(C)Oc1cccc(C(=O)C2CCCN(Cc3cnn(C(C)C)c3)C2)c1 (stereo not given) = BoNT F protease = 2; Mtb UGM inh = -0.7; Mtb BioA inh = .; Mtb FBA inh = 4; Rv3671c protease = 11; GDH-TPI counter = 4; MazF activator = 5; PrPC TRFRET = 10; FadD28 binding = -1.1

Further results
Below each compound – BoNT F protease	Mtb UGM inh	Mtb BioA inh	Mtb FBA inh	Rv3671c protease	GDH-TPI counter	MazF activator	PrPC TRFRET	FadD28 binding
Cc1ccc(C2CC(=O)C=C(Nc3ccc(Cl)cc3)C2)cc1 (stereo not given)
 : 5	-0.2	.	-1	-18	-3	-2	12	-2.9
CCN(CC)S(=O)(=O)c1cccc(NC(=O)COc2ncnc3sccc23)c1
 : -6	-0.4	.	6	-6	0	3	-1	-2.0
CC1=CC2=NC(=O)/C(=C\c3cccn3CCOc3cc(C)cc(C)c3)C(=N)N2O1
 : 1	0.8	1.8	0	-36	14	-4	5	-0.8
CN1C[C@@H]2[C@@H]3C(=O)N(C)C(=O)[C@@H]3[C@](C)(C1=O)N2C(=O)c1ccc(Cl)cc1
 : -9	.	-0.4	1	.	-13	2	6	-2.6
O=C(Cn1cncn1)N/N=C/c1ccc(Cl)cc1
 : 3	0.4	-1.2	-1	-2	2	0	-5	-2.8
CC(=O)NC(Cc1cc(C)ccc1C)C(=O)N1CCN(C(=O)c2ccc(Br)cc2)CC1 (stereo not given)
 : 1	-1.1	.	-3	-2	0	2	1	-0.3
CCCN1CC(=O)N2C(c3cccc(OC)c3OC)c3[nH]c4ccccc4c3C[C@H]2C1=O (stereo not given in full)
 : 0	-0.1	-4.2	1	-3	9	3	0	2.4
CCOC(=O)C1CCC2(CC1)C(C#N)=C(N)Oc1n[nH]c(C)c12 (stereo not given)
 : -3	2.1	-2.1	0	-4	-8	3	4	-3.3
CCOc1ccc(OCCC(=O)OC(C)C(=O)Nc2ccc(C(C)=O)cc2)cc1 (stereo not given)
 : 2	0.7	-0.6	-2	-5	4	-1	-3	-1.7
N#Cc1c(NC(=O)C2CCCO2)sc2c1CCCCCC2 (stereo not given)
 : 0	2.4	-0.3	1	-2	5	10	-3	-1.1
CC(=O)Nc1ccc(NC(=S)Nc2ccccc2)cc1
 : -11	-1.8	-0.3	2	2	4	5	4	0.5
CCc1cccc(C)c1NC(=S)NCc1ccccc1
 : -2	0.0	.	1	-9	7	6	6	-0.5
O=c1[nH]c(=O)n(C2C[C@H](O)[C@@H](CO)O2)cc1C(F)(F)F (stereo not given in full)
 : 1	-2.0	1.5	8	12	4	5	3	2.3
CC(=O)Nc1sc2c(c1C(c1cccs1)N1CCOCC1)CCCC2 (stereo not given)
 : -3	-5.5	-1.2	1	-11	11	-6	-1	0.9
Cc1c(N2C(=O)/C(=C\c3ccccc3O)SC2=S)c(=O)n(-c2ccccc2)n1C
 : 0	1.8	-0.5	-2	0	23	-17	-3	-0.4

A portion from further up, as a working copy:
Below each compound – BoNT F protease	Mtb UGM inh	Mtb BioA inh	Mtb FBA inh	Rv3671c protease	GDH-TPI counter	MazF activator	PrPC TRFRET	FadD28 binding
CCOC(=O)C1CCC2(CC1)C(C#N)=C(N)Oc1n[nH]c(C)c12 (stereo not given)
 : -3	2.1	-2.1	0	-4	-8	3	4	-3.3
CCOc1ccc(OCCC(=O)OC(C)C(=O)Nc2ccc(C(C)=O)cc2)cc1 (stereo not given)
 : 2	0.7	-0.6	-2	-5	4	-1	-3	-1.7

Next section.
Below each compound – BoNT F protease	Mtb UGM inh	Mtb BioA inh	Mtb FBA inh	Rv3671c protease	GDH-TPI counter	MazF activator	PrPC TRFRET	FadD28 binding
COc1ccc(-c2c(C)sc(NC(=O)c3ccnn3C)c2C#N)cc1
 : -3	4.0	.	1	-16	17	-9	8	-4.0
O=C(CN1CCOc2ccccc21)NCc1ccc(F)cc1
 : 0	1.7	-1.1	-1	5	0	1	-2	-2.2
O=C(c1cnn2c(C(F)(F)F)cc(-c3ccccc3)nc12)N1CCC2(CC1)OCCO2
 : -6	0.2	-1.8	1	5	15	2	-7	0.5
CC(O)(Cc1ccccn1)Cc1ccccn1
 : 0	.	-1.8	-4	.	3	8	-4	-2.0
COCCn1c(-c2ccc(OC)cc2)cnc1SCC(=O)Nc1cccc2ccccc12
 : -8	3.2	-0.7	-2	2	-10	-7	7	-4.8
Cc1oc2ccc(O)cc2c1C(=O)c1ccc([N+](=O)[O-])cc1
 : -5	2.1	-0.5	-3	9	10	14	-36	-0.3
O=C1C(Cc2ccc3[nH]ccc3c2)NC(=S)N1c1ccccc1 (stereo not given)
 : ?	0.5	.	-1	2	1	-13	-6	-2.6
CCCCN1C[C@H](c2ccccc2)[C@@H](CC(=O)NC)C1=O
 : -8	.	-1.1	4	.	12	8	-2	-0.8
CCOC(=O)c1c(NC(=O)COC(=O)c2ccc(Cl)nc2)sc(C)c1C
 : -7	.	0.2	-1	.	-1	2	3	-0.5
O=C(O)c1cc(N/N=C/C(Cl)=C/c2ccccc2)ccc1Cl
 : -7	1.3	1.9	-1	6	16	-3	5	19*
CN(C)S(=O)(=O)c1ccc(NC(=O)CSc2nnc(-c3ccco3)o2)cc1
 : ?	0.8	0.0	0	-6	6	4	2	0.2
Cc1cc(=O)n(C)c2ccccc12
 : -5	-1.6	.	1	4	-2	5	9	-2.5
